Source: PubChem
AmpC inh no detg = AmpC beta-lactamase inhibition without detergent; P00811; AmpC nitrocefin hydrolysis, absorbance 480 nm, 0.0001% Triton; Potency, µM (doses to about 57.1 µM), without a hit: top-dose activity change, negative = inhibition, usual class: inhibitors; actives 0.52% (n = 330,000); AID 485341;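 also: potency is read from the fitted curve at half-maximal effect; plate controls were no compound for no effect and no enzyme for full effect; nearly all actives have a fitted effect of over 20% in size; some results filed as inactive show a strong effect at the top dose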
Target sequence (P00811 whole entry, looked up): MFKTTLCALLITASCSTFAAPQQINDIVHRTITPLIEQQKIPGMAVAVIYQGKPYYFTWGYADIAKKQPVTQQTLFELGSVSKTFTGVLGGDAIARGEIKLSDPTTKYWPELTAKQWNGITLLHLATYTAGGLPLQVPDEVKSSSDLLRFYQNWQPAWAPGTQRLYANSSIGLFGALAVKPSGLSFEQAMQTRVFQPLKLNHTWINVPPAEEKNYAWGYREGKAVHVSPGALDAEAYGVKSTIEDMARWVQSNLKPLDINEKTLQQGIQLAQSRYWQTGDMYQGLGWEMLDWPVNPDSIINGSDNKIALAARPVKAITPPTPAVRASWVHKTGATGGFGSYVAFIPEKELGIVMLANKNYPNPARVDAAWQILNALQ
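20 mM phosphate pH 7.0 + 0.01% (detergent screen) or 0.0001% Triton X-100; 5.3 nM AmpC reagent; cpd preinc 15 min RT; nitrocefin (800 uM stock) to start; A480 q20 s × 4 min; Activity was normalised to no-enzyme and no-compound control wells.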
Pf growth 96h = inhibits malaria parasite growth, 96 h; Potency, µM (titrated, usually from 28.7 µM), for inactives: at the highest dose activity change, negative = inhibition, most hits filed as inhibitors; actives 6.9% (n = 320,000); P. falciparum luciferase reporter growth, 96 h; also: potency is read from the fitted curve at half-maximal effect; % is scaled to controls: 0 for no effect and ±100 for the full control effect
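Two parasite generations (96 h, 37 C, 5% CO2) of compound exposure in infected erythrocytes (0.05% parasitemia, 2% hematocrit). Luciferase-reporter P. falciparum; decreased luminescence indicates inhibited growth, aimed at apicoplast-acting delayed death.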
Tb PYK inh = T. brucei pyruvate kinase inhibition; Q57TT1; TbPYK enzyme, Kinase-Glo Plus ATP luminescence, 45 min; Potency, µM (titrated, usually from 76.8 µM), for the others: at the highest dose activity, negative = inhibition, actives largely listed as inhibitors; actives 0.12% (n = 410,000); AID 624173; also: potency is read from the fitted curve at half-maximal effect; % is scaled to controls: 0 for no effect and ±100 for the full control effect; nearly all actives have a fitted effect of over 50% in size
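Activity of T. brucei pyruvate kinase was followed by Kinase-Glo Plus luminescence after the enzyme reacted 45 min at room temperature with 130 uM ADP (final) and substrate. Test compounds were added before ADP at multiple concentrations.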
Cycloheximide cs = affects cycloheximide protein synthesis inhibition readout, counter-screen; cell reporter, cycloheximide protein synthesis inhibition counterscreen; actives 12% (n = 300,000); max response, %; in the data active = max response mostly above about 13%, no sharp cut-off; inactive = mostly below about 14%; also: read at 38.3 µM for the half of the compounds with a filed dose; 0% is about no effect
Shiga toxin inh = Shiga toxin inhibition; Vero cells, Shiga toxin protein synthesis inhibition reporter; inhibition, % at 38.7 µM; actives 9.2% (n = 290,000); AID 2315; in the data active = inhibition mostly above about 28%, no sharp cut-off; inactive = mostly below about 43%; also: 0% is about no effect
LmPK inhibitor = inhibitors of Leishmania mexicana pyruvate kinase; Potency, µM (highest dose often 57.5 µM), for inactives: top-dose activity change, negative = inhibition, most hits filed as inhibitors; AID 1721; purified LmPK, Kinase-Glo ATP luminescence, 1 h; actives 0.37% (n = 290,000); also: potency is read from the fitted curve at half-maximal effect; % is scaled to controls: 0 for no effect and ±100 for the full control effect
Target sequence (Q27686 whole entry, looked up): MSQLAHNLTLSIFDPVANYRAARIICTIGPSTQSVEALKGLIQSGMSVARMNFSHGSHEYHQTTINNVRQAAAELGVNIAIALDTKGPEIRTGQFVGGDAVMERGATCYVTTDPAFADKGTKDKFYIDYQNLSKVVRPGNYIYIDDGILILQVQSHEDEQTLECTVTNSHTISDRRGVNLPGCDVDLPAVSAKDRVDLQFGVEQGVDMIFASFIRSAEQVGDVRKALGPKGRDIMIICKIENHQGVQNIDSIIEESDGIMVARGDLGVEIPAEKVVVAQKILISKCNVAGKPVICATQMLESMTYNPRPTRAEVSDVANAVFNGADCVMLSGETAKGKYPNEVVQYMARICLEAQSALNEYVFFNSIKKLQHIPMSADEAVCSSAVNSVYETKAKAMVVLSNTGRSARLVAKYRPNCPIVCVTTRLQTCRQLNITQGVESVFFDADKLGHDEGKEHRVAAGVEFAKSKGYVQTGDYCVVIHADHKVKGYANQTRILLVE
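In 50 mM imidazole pH 7.2 with 7 mM MgCl2, LmPK (0.1 nM) turned over PEP (0.5 mM) and ADP (0.1 mM) for 1 h at room temperature. Luciferase read-out of ATP.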
Pf growth 48h = inhibits P. falciparum growth in the first generation, 48 h | P. falciparum luciferase growth in erythrocytes, 48 h | Potency, µM (top dose mostly 28.7 µM), for the others: at the top dose activity change, negative = inhibition, usual class: inhibitors | actives 5.9% (n = 310,000) | AID 504832; also: potency is read from the fitted curve at half-maximal effect; % is scaled to controls: 0 for no effect and ±100 for the full control effect
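In quantitative HTS format, infected erythrocytes bearing luciferase-reporter parasites were treated for a single generation at 37 C. Luminescence after adding detection reagent served as the growth measure.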
* marks the source's active call; other numbers are inactive results; i = inactive; ? = inconclusive; . = no result given; [ ] = remark or other dose. Unless noted, calls follow the shape of the dose curve; as a rule, active = well fitted curve in the direction sought with a large enough effect; inconclusive = small, poorly fitted or top-dose-only effect, or another doubt; inactive = no such curve, though single readings can be large; an effect the other way counts as inactive or inconclusive.

The opening 2 records (preview)
SMILES | AmpC inh no detg | Pf growth 96h | Tb PYK inh | Cycloheximide cs | Shiga toxin inh | LmPK inhibitor | Pf growth 48h
CCCCN(CCCC)c1cn[nH]c(=O)c1Cl | -39% | ? | 3% | -3 | 13 | -2% | ?
CCn1ccnc1CN(C)Cc1c(C(=O)N2CCCCCCC2)nc2ccc(Cl)cn12 | 91%[activator] | ? | 1% | -3 | -30 | -11% | ?

The whole of this part (from the top)
SMILES | AmpC inh no detg | Pf growth 96h | Tb PYK inh | Cycloheximide cs | Shiga toxin inh | LmPK inhibitor | Pf growth 48h
CCCCN(CCCC)c1cn[nH]c(=O)c1Cl | -39% | ? | 3% | -3 | 13 | -2% | ?
CCn1ccnc1CN(C)Cc1c(C(=O)N2CCCCCCC2)nc2ccc(Cl)cn12 | 91%[activator] | ? | 1% | -3 | -30 | -11% | ?
Cc1ccc(NC(=O)/C(=C\c2ccc([N+](=O)[O-])cc2)NC(=O)c2ccccc2)cc1 | -26% | 5.2µM* | 2% | -4 | 10 | 0% | ?
COc1cccc(-c2ccc(NC(=O)C3CCCN(Cc4ccc(CO)o4)C3)cc2)c1 (stereo not given) | 125%[activator] | ? | 5% | 21 | 23 | -9% | ?
CCOn1c(=O)c(-c2ccc(Br)cc2)[n+]([O-])c2ccccc21 | -10% | 30% | -3% | 9 | 22 | 3% | 22%
COc1ccccc1Oc1coc2c(CN3CCOCC3)c(O)ccc2c1=O | -7% | -5% | -4% | -2 | 10 | 6% | -7%
Cc1cc(C)c(NC(=O)CSc2nnc(CNC(=O)c3ccco3)o2)c(C)c1 | -2% | 9.3µM* | 0% | -3 | -6 | 0% | -20%
Cc1nnc(NC(=O)CSc2n[nH]c(-c3ccccc3C)n2)s1 | -12% | -21% | -2% | -2 | 6 | -12% | -3%
O=C(CSc1nnc(-c2ccco2)c(-c2ccco2)n1)Nc1ccccc1 | -41% | 1% | ? | 31* | 27 | 7% | 2%
Cc1cc(C(=O)CCC(=O)N(C)CC(=O)Nc2c(Cl)cccc2Cl)c(C)s1 | 19% | 6% | -7% | . | . | . | -1%

4 entries from above, field by field:
Cc1cc(C)c(NC(=O)CSc2nnc(CNC(=O)c3ccco3)o2)c(C)c1
  AmpC inh no detg = -2%	Pf growth 96h = 9.3µM*	Tb PYK inh = 0%	Cycloheximide cs = -3	Shiga toxin inh = -6	LmPK inhibitor = 0%	Pf growth 48h = -20%

Cc1nnc(NC(=O)CSc2n[nH]c(-c3ccccc3C)n2)s1
  AmpC inh no detg = -12%	Pf growth 96h = -21%	Tb PYK inh = -2%	Cycloheximide cs = -2	Shiga toxin inh = 6	LmPK inhibitor = -12%	Pf growth 48h = -3%

O=C(CSc1nnc(-c2ccco2)c(-c2ccco2)n1)Nc1ccccc1
  AmpC inh no detg = -41%	Pf growth 96h = 1%	Tb PYK inh = ?	Cycloheximide cs = 31*	Shiga toxin inh = 27	LmPK inhibitor = 7%	Pf growth 48h = 2%

Cc1cc(C(=O)CCC(=O)N(C)CC(=O)Nc2c(Cl)cccc2Cl)c(C)s1
  AmpC inh no detg = 19%	Pf growth 96h = 6%	Tb PYK inh = -7%	Cycloheximide cs = .	Shiga toxin inh = .	LmPK inhibitor = .	Pf growth 48h = -1%

Next section.
SMILES | AmpC inh no detg | Pf growth 96h | Tb PYK inh | Cycloheximide cs | Shiga toxin inh | LmPK inhibitor | Pf growth 48h
O=C(CC1CC2CCC1C2)NCc1cccs1 (stereo not given) | -15% | 18% | 3% | 15* | 52 | -3% | 26%
CCOC(=O)c1c(C)[nH]c(C(=O)O)c1C | -18% | 18% | -4% | 2 | -8 | 7% | .
CC1=C(C(=O)Nc2ccccc2)C(c2ccc3c(c2)OCO3)C2=C(CCCC2=O)N1 (stereo not given) | -2% | . | -1% | 4 | 17 | 9% | 18%
O=C(NC1CCCCCC1)c1nc2ncccn2n1 | -8% | ? | 9% | 19 | 15 | -2% | 8%
N#Cc1cccc(NC(=O)CNc2cccc(S(=O)(=O)N3CCCC3)c2)c1 | -32% | ? | -16% | . | . | . | 10µM*
COc1cc2c(C(=O)N3CCN(c4ccccc4F)CC3)cn(C)c(=O)c2cc1OC | 0% | ? | -6% | -5 | -5 | 5% | ?
COc1ccc(CNC(=O)CSc2ccc(Br)cc2)cc1OC | -3% | ? | -5% | 17 | -7 | -1% | 4%
CCOCCCNc1ccc(N2C(=O)CCCC2=O)cc1[N+](=O)[O-] | -13% | 13% | 3% | -2 | -7 | -8% | 18%
COc1ccc(N(Cc2cc3ccccc3[nH]c2=O)S(C)(=O)=O)cc1 | -24% | ? | -6% | -3 | 8 | 1% | -4%
C/C(=N/NC(=O)Cc1c(C)[nH][nH]c1=O)c1ccc(O)cc1 | -10% | ? | -9% | -4 | -1 | 0% | ?
Cc1nn(Cc2ccc(Cl)cc2)c2sc(C(=O)O)cc12 | -20% | -42% | 0% | -4 | -11 | 1% | 8%
CCOC(=O)c1ccc(NC(=O)CN2C(=O)CCC2=O)cc1 | -4% | 10% | -6% | -1 | 18 | 2% | 13%
O=C(O)c1ccccc1C(=O)NC1=NN(c2ccccc2)CC1 | -14% | 19% | -3% | -2 | 3 | -3% | .
CCN(CC)S(=O)(=O)c1ccc(C(=O)Oc2ccc3c(c2)OCO3)cc1 | -5% | 3.3µM* | -2% | -1 | -2 | 2% | -24%
CCC1CCCCN1CCCNC(=O)C1CCN(c2nnc(-n3cccc3)s2)CC1 (stereo not given) | 15% | ? | -2% | 1 | 36 | -2% | ?
CCOC(=O)CN(C(=O)CSc1nnc(CNc2ccc(C)cc2C)o1)c1ccccc1 | 90%[activator] | 2% | 2% | -1 | -9 | -11% | 0%
Cc1ccc(CNS(=O)(=O)c2ccc3c(c2)C(C)(C)C(=O)N3C)cc1 | -13% | 16% | 0% | -1 | 8 | -4% | 8%
CC(=NCCCN1CCOCC1)c1c(O)n(-c2ccccc2C)c(=O)[nH]c1=O | -4% | 7% | 0% | -3 | -5 | -10% | 1%
O=C(COC(=O)c1oc2ccccc2c1COc1ccccc1)NCCN1C(=O)CSC1=O | 141%[activator] | i | 0% | 4 | -3 | 1% | 25%
Cc1ccc(C)c(N2CCN(S(=O)(=O)c3ccc4c(c3)OCCO4)CC2)c1 | -3% | -10% | -5% | -2 | -6 | 3% | ?
CSc1ccccc1C(=O)NC1CCSc2ccccc21 (stereo not given) | -26% | -9% | 1% | 9 | 25 | 1% | -11%
CC(C)NC(=O)c1cc(-c2ccco2)on1 | -12% | ? | -19% | 32* | 106* | -6% | 134%[activator]
CC(=O)Nc1ccc(-c2nnc(SCC(=O)NCc3ccco3)n2C)cc1 | -3% | 6.6µM* | -11% | -3 | 2 | 2% | .
CC1(C)Cc2c(C#N)c(SCCC#N)nc(N3CCOCC3)c2CO1 | -2% | ? | -24% | -2 | -2 | 1% | ?
CC(C)(C)OC(=O)[C@H](Cc1ccccc1)NC(=O)c1[nH]cnc1C(=O)N[C@@H](Cc1ccccc1)C(=O)OCc1ccccc1 | 31% | ? | 1% | -4 | -4 | -8% | ?
O=C(COC(=O)/C=C/c1c(F)cccc1Cl)NCC1CCCO1 (stereo not given) | -4% | 20% | 0% | . | . | . | -16%
Cc1ccc(C)n1-c1cccc(NC(=O)c2ccccc2)c1 | -22% | 13% | -11% | 19* | 38* | 2% | ?
CCOC(=O)COc1ccc2ccccc2c1/C=C/[N+](=O)[O-] | -27% | -19% | -19% | 2 | -12 | -3% | ?
CCCCN(C(C)=O)C1CC(=O)N(c2ccc(OCCC)cc2)C1=O (stereo not given) | 43% | 52%[activator] | 0% | 0 | -7 | 11% | 0%
COC(=O)C(C(=O)Nc1ccccc1C)C1CCCC1 (stereo not given) | -11% | 52%[activator] | -1% | -5 | -15 | 4% | 11%
CC1CC(C)CN(C(=O)C2CCC(CNc3c(N4CCCCC4)c(=O)c3=O)CC2)C1 (stereo not given) | -5% | ? | 2% | -1 | 16 | 2% | -22%
Cc1cc(=O)oc2c3c(cc(OCC(=O)NCc4ccccn4)c12)OC(C)(C)CC3 | 62%[activator] | ? | 4% | -3 | -4 | -3% | ?
CN(C)Cc1nc2c(c(=O)[nH]1)C(C)(C)Cc1ccccc1-2 | -1% | ? | 3% | -2 | -8 | 7% | .
COc1cc(/C=C2\SC(=S)N(N3CCOCC3)C2=O)ccc1O | -8% | 39%[activator] | -5% | 5 | -6 | 2% | 4%
COc1c2ccc(C(=O)NCCCCc3ccccc3)cc2nn1C | -17% | 35%[activator] | 2% | -1 | -12 | 1% | -6%
O=C(Nc1cc(C(F)(F)F)ccc1N1CCOCC1)c1c(F)c(F)c(F)c(F)c1F | -7% | -1%[5.75 µM] | -12% | -3 | -13 | -3% | -8%
COc1ccc(C2=NS(=O)(=O)N(C)C(C(=O)N3CCOCC3)=C2)cc1OC | -2% | -5% | -1% | -4 | -4 | -3% | 20%
COCCn1c(C)c(C)c2c(NCCc3ccccc3)ncnc21 | 96%[activator] | 122%[activator] | 25% | 25* | 67* | 2% | 34%[activator]
COc1cccc(NC(=O)CNC(=O)c2ccc(OC)c(OC)c2)c1 | -3% | 14% | -2% | -1 | 16 | 2% | 18%
COc1ccccc1Nc1cc(C(=O)N2CCc3ccccc3C2)c2ccccc2n1 | 10% | ? | . | 11 | 30* | 0% | ?
O=C(Nc1cc(Cl)ccc1N1CCOCC1)c1cc2ccccc2o1 | -10% | 14% | 4% | -2 | -6 | 0% | -17%
O=C(CCc1ccccc1)N=C1SC2CS(=O)(=O)CC2N1Cc1ccccc1 (stereo not given) | -8% | -24% | 3% | 7 | -5 | 0% | ?
O=C(Nc1ccccc1C(=O)N1CCOCC1)c1cc2ccccc2o1 | -18% | 18% | 5% | -3 | 2 | 0% | -9%
CC1(C)CC(=O)CC(=Nc2ccc3[nH]c(=O)[nH]c3c2)C1 | -6% | ? | -3% | -5 | -18 | 14% | .
CCn1cc(/C=C(\NC(=O)c2ccc(OC)cc2)C(=O)N2CCN(C)CC2)c2ccccc21 | 207%[activator] | 13µM* | -6% | 0 | -2 | -8% | ?
COc1ccc(C(=O)Nc2ccc(NC(=O)c3ccccc3)cc2)cc1S(=O)(=O)N1CCOCC1 | -2% | 32% | 2% | 8 | 3 | -2% | 11%
O=C(Cn1cc(SCc2ccc(F)cc2)c2ccccc21)N1CCOCC1 | 172%[activator] | -22% | ? | 36* | 16* | -6% | -8%
CC(C)CC(=O)NC(=S)Nc1ccc(N2CCN(C(=O)c3cccs3)CC2)cc1 | -16% | ? | 0% | -2 | 13 | 4% | 10µM*
